KB-3-1 cytotox: kills parental KB-3-1 adenocarcinoma cells | AID 1347075 | 1.4% of 400,000 active | Potency, µM (series often up to 46.1 µM), without a hit: at the top dose activity change, negative = cytotoxic, actives largely listed as cytotoxic | KB-3-1 viability, CellTiter-Glo ATP luminescence, 72 h; further: potency means the concentration at half of the fitted maximal effect; on the % scale 0 is the no-effect control and ±100 the full control effect; nearly all actives have a fitted effect of over 60% in size
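Using CellTiter-Glo luminescence, growth of non-resistant KB-3-1 adenocarcinoma cells is assessed 72 h after pin-tool compound addition at 37 °C. Normalized responses across the concentration series yield fitted curves.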
MCF10A rerep: inducers of DNA re-replication in MCF 10A breast cells; MCF 10A DNA re-replication, Hoechst nuclear intensity, 48 h; Potency, µM (highest dose often 46.1 µM), without a hit: at the highest dose activity, positive = re-replication, actives largely listed as activators; 2.9% of 350,000 active; further: potency means the concentration at half of the fitted maximal effect; % of control where 0% means no effect; nearly all actives have a fitted effect of over 50% in size
HT1080NT lethal: kills 2HG-producing HT-1080-NT fibrosarcoma cells; HT-1080-NT fibrosarcoma viability, CellTiter-Glo ATP luminescence, 48 h; Potency, µM (highest dose often 46.1 µM), inactives show top-dose activity, negative = less viability, hits mostly cytotoxic; 1.6% of 360,000 active;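 further: NT is the 2HG producing partner of a matched IDH1 knockdown line; potency means the concentration at half of the fitted maximal effect; 0% = DMSO-treated cells and -100% = media-only wells without cells; nearly all actives have a fitted effect of over 55% in size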
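Viability of the 2HG-overproducing fibrosarcoma line after 48 hours of compound exposure at 37 degrees C was determined by luminescence with CellTiter-Glo, and concentration-effect curves were then fitted and categorized.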
ATXN2 expr inh: ATXN2 expression inhibition; 0.72% of 360,000 active; HEK-293 ATXN2-luciferase reporter, luminescence, 24 h; Potency, µM (titrated, usually from 57 µM), for inactives: at the highest dose activity change, negative = inhibition, most hits filed as inhibitors; further: potency means the concentration at half of the fitted maximal effect; on the % scale 0 is the no-effect control and ±100 the full control effect; nearly all actives have a fitted effect of over 55% in size
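ATXN2-luciferase reporter cells (luciferase flanked by upstream and downstream ATXN2 gene portions) were treated 24 h at 37 °C with compounds at up to 57 uM. SteadyGlo luminescence gave expression; GF-AFC fluorescence gave viability.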
HT1080 IDH1KD tx: kills HT-1080 cells with IDH1 knockdown | HT-1080 IDH1 knockdown viability, ATP luminescence, 48 h | Potency, µM (doses to about 46.1 µM), for inactives: top-dose activity, negative = toxicity, hits mostly cytotoxic | 2% of 360,000 active | AID 686971;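 further: potency means the concentration at half of the fitted maximal effect; 0% = DMSO wells and -100% = cell-free medium wells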
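Luminescent ATP read-out (CellTiter-Glo, 10 min at room temperature) after 48 h compound exposure at 37 °C gave viability of IDH1-knockdown HT-1080 cells. Activity was normalised to DMSO and cell-free wells, then fitted as concentration-response curves.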
KB-V1 cytotox: KB-V1 MDR subline cytotoxicity. AID 1347076. 3.4% of 400,000 active. KB-V1 MDR cells viability, CellTiter-Glo, 72 h. Potency, µM (titrated, usually from 46.1 µM), without a hit: at the top dose activity change, negative = cytotoxicity, most hits filed as cytotoxic; further: potency means the concentration at half of the fitted maximal effect; on the % scale 0 is the no-effect control and ±100 the full control effect; nearly all actives have a fitted effect of over 60% in size
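Cells of the MDR subline KB-V1 are plated, dosed with compound at multiple concentrations, and incubated 72 h at 37 degrees C; CellTiter-Glo is then added and luminescence read after 10 min.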
SW480 rereplic: induces DNA re-replication in SW480 colon adenocarcinoma cells. SW480 DNA re-replication, Hoechst DNA content imaging, 48 h. Potency, µM (titrated, usually from 46.1 µM), for the others: at the top dose re-replication activation, actives largely listed as activators. 1.8% of 340,000 active; further: potency means the concentration at half of the fitted maximal effect; % of control where 0% means no effect; nearly all actives have a fitted effect of over 55% in size
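Image-based DNA-content assay: after two days of treatment, nuclei were labelled with the DNA dye Hoechst and imaged, and hits were compounds raising the count of nuclei showing high fluorescence intensity.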
IL-1B inflam inh: inhibitors of inflammasome signaling (IL-1 beta secretion); THP-1 LPS/ATP IL-1B secretion, AlphaLISA, 16 h; active compounds read low; activity change, % at 57.5 µM; 4.7% of 360,000 active; AID 743279; in the data active means activity change below about -50%; inconclusive means mostly about -30% to -49%; further: on the % scale 0 is the no-effect control and ±100 the full control effect
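THP-1 cells pretreated 1 hr with compounds (up to 57.5 uM final), then stimulated with LPS (250 ng/mL final) plus ATP (1.25 mM final); secreted IL-1B measured by AlphaLISA after 16 hr, decreased signal indicating inhibition.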
S2 tox: reduces viability in counter-screen for ATXN expression inhibitors | S2 cells (HEK-293 line with an ATXN2-luciferase reporter) viability, CellTiter-Fluor protease fluorescence, 24 h | Potency, µM (titrated, usually from 56.7 µM), actives largely listed as cytotoxic | 0.49% of 400,000 active; further: potency means the concentration at half of the fitted maximal effect; nearly all actives have a fitted effect of over 40% in size
Starred values were filed as active, the others as inactive; i = inactive; ? = inconclusive; nt = not tested or not shown; & = joins results of further samples; ! = a repeat was not active; [ ] = remark or other dose. Unless noted, the call rests on the fitted dose curve; in most records, active means well fitted curve in the direction sought with a large enough effect; inconclusive means small, poorly fitted or top-dose-only effect, or another doubt; inactive means no such curve, though single readings can be large; an effect the other way counts as inactive or inconclusive. Outcome played no part in choosing rows; about 11% have a hit in one of these screens.

SMILES	KB-3-1 cytotox	MCF10A rerep	HT1080NT lethal	ATXN2 expr inh	HT1080 IDH1KD tx	KB-V1 cytotox	SW480 rereplic	IL-1B inflam inh	S2 tox
COc1ccccc1N(CC(=O)NCCSCc1cccc(C)c1)S(=O)(=O)c1ccccc1	?	18µM*	-8%	?	-13%	?	16%	-14	?
O=C(NC(Cc1ccccc1)C(=O)O)/C(=C/c1ccco1)NC(=O)c1cccc(Br)c1 (centres undefined)	14%	-21%	11%	8%	11%	-2%	-54%[inhibitor]	33	i
Cc1cc(C)nc(SCC(=O)NN=Cc2ccc(C)o2)n1	0%	-20%	2%	-3%	1%	?	-16%	28	i
COc1ccc(C(=O)CC(Nc2ccc([N+](=O)[O-])cc2)c2ccc(OC)cc2)cc1 (centres undefined)	6%	?	-9%	6%	?	10µM*	-2%	-7	i
COc1ccc(S(=O)(=O)NCc2ccccc2)cc1	0%	0%	3%	3%	-3%	0%	-4%	-25	i
COc1ccccc1NS(=O)(=O)c1cccc(C(=O)N/N=C(\C)c2cccnc2)c1	13%	-3%	-5%	-1%	-1%	21%	16%	18	i
COc1ccc(NC(=O)Cn2c(=O)n(CCc3ccccc3)c(=O)c3ccccc32)cc1	-1%	nt	nt	7%	nt	1%	nt	nt	?
O=C(NCCN1CCC(n2c(=O)[nH]c3ccccc32)CC1)c1ccc(F)c(F)c1	?	nt	-22%	-10%	1%	-19%	nt	nt	?
Cc1ccc(C)c(NC(=O)c2cnn(-c3cccc(F)c3)c2C2CCN(C(=O)OC(C)(C)C)CC2)c1	-2%	nt	nt	?	nt	-5%	nt	nt	?
COc1cc(/C=C/C(=O)N2CCN(c3ccccn3)CC2)cc(OC)c1OC	9%	0%	7%	4%	6%	-14%	-4%	0	i
O=C(CSc1nnnn1-c1ccc(Cl)cc1)N1CCc2ccccc2C1	1%	-10%	-3%	0%	8%	-5%	-10%	17	i
O=C(Cn1cc(COc2ccc(Br)cc2[N+](=O)[O-])nn1)c1ccc(O)cc1	-1%	14%	-1%	4%	-1%	12%	9.2µM*	-5	i
CCOC(=O)c1c(CNc2ccncc2)n(C)c2cc(Br)c(O)cc12	-1%	-14%	12%	nt	3%	?	-46%[inhibitor]	-4	i
O=C(NCCc1ccc(F)cc1)c1n[nH]c2ccccc12	0%	-5%	-13%	24%	-8%	-13%	1%	29	i
Cc1cc(NC(=O)COC(=O)C2CCN(S(=O)(=O)c3cccc(Cl)c3Cl)CC2)no1	-1%	6%	19%	1%	13%	25%	1%[9.22 µM]	25	i

Continued (2 carried over from the part before).
SMILES	KB-3-1 cytotox	MCF10A rerep	HT1080NT lethal	ATXN2 expr inh	HT1080 IDH1KD tx	KB-V1 cytotox	SW480 rereplic	IL-1B inflam inh	S2 tox
O=C(NCCc1ccc(F)cc1)c1n[nH]c2ccccc12	0%	-5%	-13%	24%	-8%	-13%	1%	29	i
Cc1cc(NC(=O)COC(=O)C2CCN(S(=O)(=O)c3cccc(Cl)c3Cl)CC2)no1	-1%	6%	19%	1%	13%	25%	1%[9.22 µM]	25	i
c1ccc(CC2CCCNC2)cc1 (centres undefined)	6%	?	10%	-10%	8%	-1%	-2%	-6	i
O=C(C[n+]1cccc(Br)c1)c1ccccc1	0%&0%	0%	9%	4%	-1%	0%&-14%	-1%	5	i
CC(=O)N1CCc2c(sc3c2c(=O)n(Cc2ccccc2)c(=O)n3CC(=O)Nc2ccc(C)c(F)c2)C1	-3%	nt	nt	-24%	nt	-7%	nt	nt	?
COc1cc(C=O)ccc1OCCOCCOc1ccc(Cl)cc1Cl	1%	1%	-6%	-4%	-6%	?	0%	?	i
COC(=O)c1c(N)sc(C(C)=O)c1C	0%	0%	14%	14%	6%	-23%	-7%	13	i
CC(=O)N1CCN(C(=S)NC(=O)c2ccc(F)cc2)CC1	-14%	1%	3%	5%	-14%	-1%	21%	0	i
CCCCC(=O)NNC(=O)CC(=O)Nc1ccccc1C(=O)O	-1%	-16%	0%	5%	-2%	6%	1%	14	i
CC(C)C(=O)NCC(c1cccs1)S(=O)(=O)c1ccc(F)cc1 (centres undefined)	1%	0%	15%	0%	24%	4%	-14%	19	i
c1ccc(-c2nc(C3CCCCC3)c3sccc3n2)cc1	-3%	11%	17%	5%	28%	?	-12%	11	i
Cc1ccc(S(=O)(=O)/N=C(\CSC(N)=O)Nc2ccccc2)cc1	-4%	?	-7%	2%	-9%	-1%	-13%	-12	i
O=C(O)c1c2c(nc3ccccc13)CCCCC2	2%	13%	0%	-10%	-2%	-1%	-154%[inhibitor]	6	i
C/C(CC(=O)NCc1ccc(Cl)cc1)=N\NC(=O)Cc1ccccc1	-5%	0%	13%	-1%	14%	-5%	-4%	6	i
COC(=O)c1sc(NC(=O)c2ccncc2)nc1C	-7%	-3%	-14%	0%	-12%	-4%	-6%	7	i
CC1(C)CC(CCNC(=O)CCl)(c2ccccc2)CCO1 (centres undefined)	16%	-12%	-2%	-5%	-6%	0%	-3%	-4	i
Cc1nnc(SCC(=O)NCC(=O)Nc2ccc(F)c(F)c2F)n1N	11%	-15%	14%	5%	8%	-10%	0%	0	i
Oc1ccc(N=Nc2ccccc2)cc1	-10%	-5%	-1%	nt	-7%	4%	-5%	1	?
CCCCOc1c(Cl)cc(C(=O)N(C)CC(=O)Nc2ccc(N3CCOCC3)cc2)cc1OCC	2%	18%	-14%	-11%	-21%	?	3%	10	?
C/C(NCCN1CCOCC1)=C(\C#N)C(N)=O	12%	2%	13%	-4%	12%	20%	-6%	12	i
CN(CC(=O)Nc1c(Cl)cccc1Cl)C(=O)c1cccc(-n2cccc2)c1	14%	-20%	-15%	2%	-9%	7%	-397%[inhibitor]	-25	i
Cc1ccc(-c2nc(N3CCN(c4ccccc4Cl)CC3)c3ccccc3n2)cc1	10%	nt	nt	1%	nt	45%	nt	nt	i
c1cc2ccc3ccc(CN4CCOCC4)c4ccc(c1)c2c34	1%	?	-2%	26%	-18%	-29%	11%	-77*	i
CCOC(=O)C1(CCCc2ccccc2)CCN(C(=O)CCn2cncn2)CC1	-1%	?	-11%	-16%	-7%	-23%	-2%	0	i
COc1ccc(NC(=O)c2ccc(=O)[nH]c2)cc1S(=O)(=O)N1CCOCC1	8%	-2%	1%	7%	9%	?	-5%	9	i
FC(F)(F)Oc1ccccc1-c1nnc(-c2cccc(C(F)(F)F)c2)o1	-2%	-2%	25%	10%	14%	2%	-42%[inhibitor]	nt	i
c1cc2cc(-c3c(-c4ccc5c(c4)OCO5)noc3-c3ccsc3)ccc2[nH]1	?	?	-26%	14%	?	21µM*!	-4%	-57*	i
Cc1ccc(C(=O)NNC(=O)OC(C)(C)C)c(Cl)c1	8%	-6%	28%	12%	22%	16%	-4%	-8	?
COc1cc(CC(=O)NCCc2ccc(S(N)(=O)=O)cc2)cc(OC)c1OC	9%	-12%	15%	-1%	9%	7%	-11%	22	i
COC(=O)c1ccc(/C=N/NC(=S)NC(C)C)cc1	-3%	?	5%	4%	8%	-14%	16µM*	-7	i
Fc1ccc2[nH]c3c(Cl)ncnc3c2c1	6%	?	-14%	-14%	-11%	7%	?	-96*	i
CCC1CCCCN1CCCNC(=O)C1CCCN(c2ncnc3c2nc2n3CCCCC2)C1 (centres undefined)	0%	-1%	1%	3%	5%	5%	-7%	7	i
Cc1cnc([N+](=O)[O-])n1CCOC(=O)c1cccc(F)c1	?	-2%	8%	5%	1%	-1%	-4%	12	i
COc1ccccc1C(=O)Nc1ccc(NC(=O)C2CCCCC2)nc1	5%	-4%	26%	4%	19%	?	-6%	-8	i
CC(=O)Nc1ccc(SCC(=O)Nc2cc(C)on2)cc1	0%	0%	9%	2%	1%	2%	-5%	57	i
N#CCCn1nc(-c2ccccc2)cc1Nc1ccccc1NC(=O)c1cccs1	-14%	5%	-10%	2%	-10%	-17%	3%	-60*	i
Cc1cc(=O)n2nc(N3CCC(C(=O)NCc4cccnc4)CC3)sc2n1	4%	-2%	7%	7%	9%	-6%	-96%[inhibitor]	-4	i
COc1ccc(Cl)cc1N1C(=O)C2CCCN2C1c1sccc1C (centres undefined)	7%	9%	1%	2%	-2%	-2%	-6%	15	?
COc1ccc2c(C)c(C(=O)O)oc2c1	1%	7%	24%	-1%	18%	19%	7%	-24	i
CC(C)Oc1cccc(C(=O)C2CCCN(Cc3cnc(N4CCCC4)s3)C2)c1 (centres undefined)	-17%	?	-24%	-23%	-21%	-9%	?	?	i
O=C(NCCc1ccccc1)c1ccc(Cn2c(SCc3ccccc3)nc3cccnc32)cc1	-14%	nt	nt	15%	nt	-3%	nt	nt	i
Nn1c(SCc2ccccn2)nncc1=O	3%	-2%	0%	-1%	25%	-7%	1%	-5	i
O=S1(=O)CC2NC(=S)N(c3cccc(Br)c3)C2C1 (centres undefined)	0%	3%	0%	nt	1%	25%	-5%	7	i
CC(=O)c1cc(CCC(=O)NC2CCCCCC2)oc1C	-2%	-35%	10%	13%	15%	0%	-16%	18	i
COc1ccc(CCNC(=O)c2c(C)nc3ccccn23)cc1OC	-30%	11%	-1%	-16%	-5%	-12%	-1%	8	i
COc1ccc(N2C(N)=NC(N)=NC2(C)C)cc1	?	?	9.2µM*	1%	8.2µM*	6%	4%	0	i
COc1cc2c(cc1NC(=O)CSc1nccn1C)oc1ccccc12	1%	17%	1%	nt	-10%	-5%	?	-20	i
COC(=O)c1c(C)oc(C)c(C(=O)OC)c1=O	18%	-2%	10%	-18%	13%	-6%	-2%	-4	i
Cc1[nH]c2ccc(C(=O)OC(C)C(=O)NCc3ccccc3)cc2c1C (centres undefined)	16µM*	15µM*	?	-16%	?	16µM*	?	-56*	?
